# Rv3671c protease: inhibits the M. tuberculosis serine protease Rv3671c; P9WHR9; inhibition, % at 5.96 µM; AID 2606; 320,000 compounds, 0.048% hits; in the data active = inhibition above about 38%;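 also: extracellular domain of Rv3671c used as enzyme; 0% = enzyme with DMSO and 100% = no enzyme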
# TcdB inh: blocks C. difficile toxin B glycohydrolase activity; TcdB glycohydrolase enzymatic assay, plate reader; inhibition, % at 9.99 µM; 350,000 compounds, 0.24% hits; in the data active = inhibition above about 10%
# Target sequence (P18177 whole entry, looked up): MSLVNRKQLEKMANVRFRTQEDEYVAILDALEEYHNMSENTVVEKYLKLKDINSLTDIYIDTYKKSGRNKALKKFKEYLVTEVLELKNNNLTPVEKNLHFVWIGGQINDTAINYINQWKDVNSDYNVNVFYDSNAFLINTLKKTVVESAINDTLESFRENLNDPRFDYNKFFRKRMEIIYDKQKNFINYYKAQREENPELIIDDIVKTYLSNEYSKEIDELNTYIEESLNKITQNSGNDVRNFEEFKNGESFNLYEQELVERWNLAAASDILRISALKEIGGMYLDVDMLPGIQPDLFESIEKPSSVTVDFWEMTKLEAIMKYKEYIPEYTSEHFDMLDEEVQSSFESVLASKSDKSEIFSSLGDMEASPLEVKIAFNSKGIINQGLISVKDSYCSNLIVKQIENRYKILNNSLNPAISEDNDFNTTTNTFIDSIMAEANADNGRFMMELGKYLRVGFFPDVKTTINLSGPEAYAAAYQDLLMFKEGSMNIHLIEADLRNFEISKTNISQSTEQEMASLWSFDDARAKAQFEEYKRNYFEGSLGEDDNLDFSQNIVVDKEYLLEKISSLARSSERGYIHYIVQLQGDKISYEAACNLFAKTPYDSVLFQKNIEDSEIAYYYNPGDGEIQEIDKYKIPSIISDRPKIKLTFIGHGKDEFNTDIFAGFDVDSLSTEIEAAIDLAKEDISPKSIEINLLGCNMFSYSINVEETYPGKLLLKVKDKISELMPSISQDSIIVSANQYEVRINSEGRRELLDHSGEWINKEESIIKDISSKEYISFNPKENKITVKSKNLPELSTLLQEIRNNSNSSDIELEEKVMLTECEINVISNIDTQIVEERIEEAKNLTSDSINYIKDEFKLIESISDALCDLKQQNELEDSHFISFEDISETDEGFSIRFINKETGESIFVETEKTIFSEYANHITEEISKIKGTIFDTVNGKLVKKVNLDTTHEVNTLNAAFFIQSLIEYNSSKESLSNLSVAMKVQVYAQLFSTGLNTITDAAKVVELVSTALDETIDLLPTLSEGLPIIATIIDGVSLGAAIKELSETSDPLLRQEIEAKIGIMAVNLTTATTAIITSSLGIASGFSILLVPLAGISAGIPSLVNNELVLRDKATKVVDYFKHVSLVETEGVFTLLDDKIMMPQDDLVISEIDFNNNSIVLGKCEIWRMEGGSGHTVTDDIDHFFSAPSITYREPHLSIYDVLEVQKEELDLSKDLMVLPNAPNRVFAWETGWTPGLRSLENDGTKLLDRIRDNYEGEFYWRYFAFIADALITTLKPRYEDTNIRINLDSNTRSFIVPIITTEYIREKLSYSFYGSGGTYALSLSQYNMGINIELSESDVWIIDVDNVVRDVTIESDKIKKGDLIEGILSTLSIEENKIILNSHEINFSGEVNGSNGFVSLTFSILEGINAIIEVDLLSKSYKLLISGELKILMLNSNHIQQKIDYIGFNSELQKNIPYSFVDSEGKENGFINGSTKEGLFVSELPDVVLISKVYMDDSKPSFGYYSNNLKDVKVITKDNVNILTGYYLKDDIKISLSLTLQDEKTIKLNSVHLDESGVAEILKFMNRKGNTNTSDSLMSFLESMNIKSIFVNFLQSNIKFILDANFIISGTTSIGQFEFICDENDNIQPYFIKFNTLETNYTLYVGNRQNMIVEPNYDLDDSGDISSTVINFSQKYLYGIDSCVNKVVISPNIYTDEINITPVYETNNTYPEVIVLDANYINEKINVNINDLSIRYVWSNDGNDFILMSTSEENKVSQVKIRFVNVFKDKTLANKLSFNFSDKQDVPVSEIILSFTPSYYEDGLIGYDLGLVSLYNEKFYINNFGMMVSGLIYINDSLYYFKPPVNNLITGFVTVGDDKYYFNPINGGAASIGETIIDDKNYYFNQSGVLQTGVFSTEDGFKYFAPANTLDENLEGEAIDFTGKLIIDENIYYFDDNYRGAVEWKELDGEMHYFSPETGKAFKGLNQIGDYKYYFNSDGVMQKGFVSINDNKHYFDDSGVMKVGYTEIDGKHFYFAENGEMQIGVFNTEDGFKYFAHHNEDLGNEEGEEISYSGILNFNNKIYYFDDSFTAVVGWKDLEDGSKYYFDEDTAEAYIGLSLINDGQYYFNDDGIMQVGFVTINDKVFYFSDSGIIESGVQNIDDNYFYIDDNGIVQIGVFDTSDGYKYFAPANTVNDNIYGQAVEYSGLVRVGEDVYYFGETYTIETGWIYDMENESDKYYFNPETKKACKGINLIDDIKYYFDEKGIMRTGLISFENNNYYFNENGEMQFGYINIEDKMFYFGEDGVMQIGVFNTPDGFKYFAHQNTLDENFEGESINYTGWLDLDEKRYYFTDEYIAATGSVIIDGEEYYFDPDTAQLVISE
# VHR inh abs: inhibitors of human VHR1 phosphatase (DUSP3); P51452; recombinant VHR phosphatase, pNPP absorbance; inhibition, % at 13.3 µM; 290,000 compounds, 0.52% hits; AID 1654; in the data active = inhibition above about 50%; also: some compounds called inactive have numbers as strong as hits
# PriA SSB inh: blocks PriA binding to SSB C-terminal tail. AlphaScreen SSBct-PriA binding, biotinylated peptide. inhibition, % at 33 µM. 430,000 compounds, 0.6% hits. AID 1272365; in the data active = inhibition mostly above about 37%, no sharp cut-off; inactive = mostly below about 20%;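 also: plate controls were negative control peptide for no effect and reference peptide for full effect; strong numbers were not always called active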
# CCHFV vOTU inh: blocks the CCHF virus ovarian tumor domain protease | AID 651958 | 370,000 compounds, 0.55% hits | inhibition, % at 11.5 µM | CCHFV vOTU protease, Pep-AMC fluorescence; in the data active = inhibition above about 30%; also: 0% = vehicle wells with enzyme and 100% = no enzyme wells
# SARS 3CLpro inh: SARS-CoV 3CLpro protease inhibition; P0C6X7; recombinant SARS-CoV 3CLpro, quenched FRET peptide cleavage; inhibition, % at 6 µM; 290,000 compounds, 0.14% hits; AID 1706; in the data active = inhibition above about 12%
# MazEF act: increases E. coli MazEF RNase cleavage of RNA | FAM/BHQ RNA-DNA oligo cleavage fluorescence, 5 h | AID 504720 | 350,000 compounds, 0.32% hits | activation, % at 20 µM | P0AE70; in the data active = activation above about 50%
# PrPC surface inh: cell surface PrPC inhibition, primary TR-FRET screen. inhibition, % at 13.8 µM. P04156. TR-FRET read-out. AID 720596. 370,000 compounds, 0.43% hits; in the data active = inhibition above about 24%; also: 0% = median of the test wells and 100% = reference compound wells
# Vc quorum ag: quorum light induction in luxS cqsA deficient V. cholerae; V. cholerae BH1578 lux reporter, luminescence, 6 h; activation, % at 18.7 µM; 350,000 compounds, 0.16% hits; AID 588436; in the data active = activation mostly above about 9.7%, no sharp cut-off; also: not every result past the cut was called active; inactives centre near 0; reference of the scale not given here
# Yp Topo-I inh: blocks Yersinia pestis topoisomerase I activity; Y. pestis Topo-I cleavage product accumulation, plate reader; activity, % at 10 µM; 360,000 compounds, 0.064% hits; AID 504884; in the data active = activity above about 50%, passing the limit was not always enough; also: inactives centre near 2
# * = called active by the depositor; i = inactive; · = no result given; & = joins results of further samples. A portion of the library (hit frequency here may not be typical).
1: O=C1SC(Cc2ccccc2)C(=O)N1c1ccccc1 (configuration not stated)
2: O=C1C[C@H]2[C@H](CO)[C@@H](OC(=O)c3ccc(-c4ccccc4)cc3)C[C@H]2O1
3: CN(C)S(=O)(=O)c1ccc(C(=O)NNc2nc(-c3ccccc3)c3cc(Br)ccc3n2)cc1
4: Cc1cc(NC(=O)CSc2ncc(C(=O)O)n2-c2ccc(F)cc2)no1
5: C=CCn1c(SCC(=O)Nc2c(C)n(C)n(-c3ccccc3)c2=O)nc2scc(-c3ccccc3)c2c1=O
6: NC(=O)COC(=O)c1cccnc1Nc1ccccc1F
7: COc1ccc(F)c(CN(C)CC2CCCN(CCc3ccc(F)cc3)C2)c1 (configuration not stated)
8: C=C1CCN([C@@H](Cc2ccccc2)C(=O)O)S(=O)(=O)c2ccccc21
assay / compound	1	2	3	4	5	6	7	8
Rv3671c protease	-1	-3	-11	10	-8	-9	-5	-1
TcdB inh	1.9	2.0	·	0.3	·	1.6	-5.2	-0.1
VHR inh abs	8	-7	4	·	26	15	12	·
PriA SSB inh	-5	-8	15	-2	6	-10	-12	-21
CCHFV vOTU inh	-3	-7	5	-9	2	-1	5	-1
SARS 3CLpro inh	3	-6	-1	·	-2	7	1	·
MazEF act	14	3	-3	6	-3	-3	5	4
PrPC surface inh	8	2	-3	4	4	-3	11	2
Vc quorum ag	i	0.8	-1.9	i	-2.5	0.8	-0.2	i
Yp Topo-I inh	8	11	11	0	-2	4	7	-11

# Continued; it opens with the 2 that closed the last part.
7: COc1ccc(F)c(CN(C)CC2CCCN(CCc3ccc(F)cc3)C2)c1 (configuration not stated)
8: C=C1CCN([C@@H](Cc2ccccc2)C(=O)O)S(=O)(=O)c2ccccc21
9: COC(/C=C/Nc1ccc(C)cc1)=C(C#N)C#N
10: CCn1ncc(/C=N\NC(=O)c2cc(-c3ccc(C)cc3C)nc3ccccc23)c1C
11: CCCCn1c(=O)c(C(=O)Nc2ccccc2)c(O)c2ccccc21
12: O=C(Nc1cccc(-c2cccc(Cl)c2)c1)C1CCN(Cc2ccon2)CC1
13: COc1ccc(C(=O)c2sc(Nc3ccccc3F)nc2N)cc1
14: CCc1ccc(-c2nc(CN3CCC(C(=O)NCc4ccc(F)cc4)CC3)c(C)o2)cc1
15: O=C(NNC(=O)c1ccc(Cl)cc1Cl)c1ccc2ccccc2c1
16: COc1ccc(C2CC(c3ccc(OC)cc3OC(C)=O)=NN2C(=O)c2ccccc2)cc1 (configuration not stated)
assay / compound	7	8	9	10	11	12	13	14	15	16
Rv3671c protease	-5	-1	1	11	-4	-9	-1	2	·	-4
TcdB inh	-5.2	-0.1	1.8	·	1.2	2.0	0.7	·	-0.3	1.5
VHR inh abs	12	·	4	35	26	40	34	3	·	21
PriA SSB inh	-12	-21	4	·	-6	18	-45	9	-16	6
CCHFV vOTU inh	5	-1	1	1	4	14	1	0	3	-8
SARS 3CLpro inh	1	·	4	1	-4	-3	2	0	·	-2
MazEF act	5	4	7	-2	-1	-2	6	-17	-2	10
PrPC surface inh	11	2	9	0	-5	-5	-13	-14	-8	-14
Vc quorum ag	-0.2	i	1.7	-1.3	3.0	-0.4	-1.4	-1.4	i	i
Yp Topo-I inh	7	-11	-2	17	10	26	-5	-2	7	11

# 2 neighbouring entries out of the list so far:
9: COC(/C=C/Nc1ccc(C)cc1)=C(C#N)C#N
10: CCn1ncc(/C=N\NC(=O)c2cc(-c3ccc(C)cc3C)nc3ccccc23)c1C
assay / compound	9	10
Rv3671c protease	1	11
TcdB inh	1.8	·
VHR inh abs	4	35
PriA SSB inh	4	·
CCHFV vOTU inh	1	1
SARS 3CLpro inh	4	1
MazEF act	7	-2
PrPC surface inh	9	0
Vc quorum ag	1.7	-1.3
Yp Topo-I inh	-2	17

# Next section
17: Cc1ccsc1C(=O)OCC(=O)Nc1c(Cl)cccc1C(F)(F)F
18: CC(C)Cn1c(N)c(C(=O)NCC2CCCO2)c2nc3ccccc3nc21 (configuration not stated)
19: CC(C)C[C@H](NC(=O)c1nc[nH]c1C(=O)NCCCCCNC(=O)OC(C)(C)C)C(=O)OCc1ccccc1
20: CC(C)(C)c1ccc(C(=O)NCc2ccccc2)cc1
21: CC(=O)c1cc(-c2ccccc2)n(CC(=O)Nc2cccc(C)c2C)c1C
22: Cc1n[nH]c(C)c1S(=O)(=O)N1CCN(S(=O)(=O)c2ccccc2C#N)CC1
23: COc1cc(OC)c(C(=O)Nc2ccc3ccccc3c2)cc1OC
24: CN(C)c1ccc(-n2cccc2/C=C2/SC(=Nc3ccc(F)cc3)NC2=O)cc1
assay / compound	17	18	19	20	21	22	23	24
Rv3671c protease	0	-12	-10	-4	1	3	-6	-13
TcdB inh	·	·	1.4	-2.6	-1.0	-0.6	·	1.0
VHR inh abs	-5	19	21	16	4	·	33	8
PriA SSB inh	-7	6	4	-15	-18	-1	-14	5
CCHFV vOTU inh	-5	-93	30*	-3	13	-1	·	-14
SARS 3CLpro inh	-1	3	2	0	-6	·	-3	-3
MazEF act	2	-10	6	-1	8	-1	12	-2
PrPC surface inh	-6	4	0	4	6	-5	·	-2
Vc quorum ag	-0.4	-0.7	i	-0.2	-0.4	-5.7	-0.8	i
Yp Topo-I inh	0	6	10	3	9	-6	-11	-4

25: O=c1c2ccccc2n2c(-c3ccc(F)cc3)nnc2n1Cc1ccccc1
26: O=C1CN(S(=O)(=O)c2ccccc2)CCN1S(=O)(=O)c1ccccc1
27: Cc1cccc(C(=O)Nc2ccc(N3CCN(S(C)(=O)=O)CC3)cc2)c1
28: CC1CCCCN1C(=O)CCNC(=O)Cn1cnc2ccccc2c1=O (configuration not stated)
29: Cc1cc(N2CCCCC2)nc2c(C)cccc12
30: COc1cccc(/C(C)=N/Nc2ncc(Cl)cc2Cl)c1
31: CCOc1ccc(C(C)=O)cc1Cc1c(O)nc(N)[nH]c1=O
32: O=C(N=Nc1c(O)[nH]c2ccccc12)c1ccccc1NS(=O)(=O)c1cccs1
assay / compound	25	26	27	28	29	30	31	32
Rv3671c protease	-1	4	6	3	-5	-8	-4	-1
TcdB inh	-0.2	·	1.0	0.6	0.8	·	0.1	0.7
VHR inh abs	5	4	-12	26	-3	17	-1	10
PriA SSB inh	-12	-11	-9	-14	-76	·	·	3
CCHFV vOTU inh	-4	-5	-8	1	14	6	-16	-4
SARS 3CLpro inh	0	-2	1	-1	0	-4	-2	5
MazEF act	2	1	6	2	0	-4	·	-9
PrPC surface inh	3	3	-4	6	-5	0	-6	2
Vc quorum ag	-0.2	-0.5	-0.3	0.1	-0.1	-0.4	·	-0.4
Yp Topo-I inh	2	-4	-2	-2	8	-3	·	-6

# Following part:
No.	smiles	Rv3671c protease	TcdB inh	VHR inh abs	PriA SSB inh	CCHFV vOTU inh	SARS 3CLpro inh	MazEF act	PrPC surface inh	Vc quorum ag	Yp Topo-I inh
33	Cc1cc(C)c2nc(SCC(=O)NC(=O)c3cccn3C)cc(C)c2c1	-1	4.2	6	-3	2	-5	-11	23	-0.2	-2
34	COc1ccc(/C=C/C(=O)OCC(=O)N2c3ccccc3CC2C)c(OC)c1 (configuration not stated)	·	-0.2	·	·	-1	·	-2	9	-0.3	1
35	C[C@H](CO)N1C[C@H](C)[C@@H](CN(C)Cc2cncnc2)Oc2cc(Br)ccc2S1(=O)=O	·	0.9&1.1&0.6	·	·	15	·	2	6	0.4	1
36	CC1=C(C(=O)OCCOC(C)C)C(c2cccc3ccccc23)NC(=O)N1 (configuration not stated)	-1	-1.0	·	-3	-3	·	-2	8	-0.6	-5
37	O=C(Nc1ccc2c(c1)ncn2C1CCCCC1)c1ccco1	-1	·	17	-1	4	-2	4	6	-3.4	-1
38	Cc1ccc(C(=O)CCC(=O)Nc2cccnc2)cc1C	4	·	-4	-3	2	0	2	8	-0.6	-2
39	CCOc1ccc(C(=O)OCC(=O)N2CCCC2)cc1OCC	0	2.0	20	-6	6	-4	7	4	-0.3	6
40	O=c1c2ccccc2oc2cc(NCCCN3CCOCC3)ccc12	4	1.1	9	-14	-212	-2	3	1	i	26
41	CCC/C(O)=C1\C(=O)CC(c2ccccc2)CC1=NCCc1c(C)[nH]c2ccc(C)cc12 (configuration not stated)	7	0.1	4	·	-2	-5	8	-4	0.0	0
42	Cc1ccccc1NS(=O)(=O)c1ccc(C(=O)N2CCCC2)cc1	-5	0.9	·	0	0	·	-5	4	i	1
43	Cc1ccc(S(=O)(=O)N[C@H](C(=O)OCC(=O)NC(=O)C2CCCCC2)C(C)C)cc1	0	-0.2	·	-10	-13	·	4	3	i	4
44	Cc1onc(-c2c(Cl)cccc2Cl)c1C(=O)Nc1ccc(N2CCOCC2)cc1	-6	0.4	18	7	6	3	-1	-1	-0.2	3
45	C[C@H]1CN([C@@H](C)CO)C(=O)CCCn2cc(nn2)CO[C@@H]1CN(C)C(=O)Nc1ccc(N2CCN(C)CC2)cc1	·	0.5&-2.3	·	·	-1	·	-5	0	-0.4	3
46	Cc1ccc(S(=O)(=O)Oc2cc(N)c3c(n2)CCC3)cc1	0	0.2	22	-2	-5	0	-8	-1	0.7	0
47	CN(C)S(=O)(=O)c1cccc(NC(=O)COC(=O)c2cc(=O)c3ccccc3o2)c1	12	-0.1	-2	-1	6	2	7	-4	-2.0	3

# Some of the entries so far, with each value named.
36: CC1=C(C(=O)OCCOC(C)C)C(c2cccc3ccccc23)NC(=O)N1 (configuration not stated)
  Rv3671c protease = -1	TcdB inh = -1.0	VHR inh abs = ·	PriA SSB inh = -3	CCHFV vOTU inh = -3	SARS 3CLpro inh = ·	MazEF act = -2	PrPC surface inh = 8	Vc quorum ag = -0.6	Yp Topo-I inh = -5
37: O=C(Nc1ccc2c(c1)ncn2C1CCCCC1)c1ccco1
  Rv3671c protease = -1	TcdB inh = ·	VHR inh abs = 17	PriA SSB inh = -1	CCHFV vOTU inh = 4	SARS 3CLpro inh = -2	MazEF act = 4	PrPC surface inh = 6	Vc quorum ag = -3.4	Yp Topo-I inh = -1
38: Cc1ccc(C(=O)CCC(=O)Nc2cccnc2)cc1C
  Rv3671c protease = 4	TcdB inh = ·	VHR inh abs = -4	PriA SSB inh = -3	CCHFV vOTU inh = 2	SARS 3CLpro inh = 0	MazEF act = 2	PrPC surface inh = 8	Vc quorum ag = -0.6	Yp Topo-I inh = -2

# The list continues.
No.	smiles	Rv3671c protease	TcdB inh	VHR inh abs	PriA SSB inh	CCHFV vOTU inh	SARS 3CLpro inh	MazEF act	PrPC surface inh	Vc quorum ag	Yp Topo-I inh
48	CN1CCN(C(=O)c2cc3nc(-c4ccco4)cc(C(F)(F)F)n3n2)CC1	5	5.1	6	13	-29	-2	-4	-10	-0.1	10
49	O=C(NC(=S)Nc1ccccc1Br)c1cccnc1	-9	0.0	-8	-3	-13	-5	3	5	-1.1	12
50	COc1ccc(NC(=O)C2CC(=O)N(c3ccccc3Cl)C2)c(OC)c1 (configuration not stated)	7	0.8	12	9	3	2	-8	-1	1.2	-3
51	O=C(Cn1c(=O)cnc2ccccc21)Nc1cc(Cl)ccc1N1CCOCC1	-1	2.0	·	-7	12	·	-7	-15	i	-8
52	COC(=O)c1cc(S(=O)(=O)Nc2cccc(OC)c2)cn1C	-3	0.5	-2	-7	4	-2	8	0	-0.1	2
53	NC(=O)c1ccc[n+](Cc2ccc(-c3ccccc3)cc2)c1	8	1.6	34	9	-3	-5	6	-3	-0.6	2
54	CN(C(=O)CCN1C(=O)S/C(=C\c2ccccc2)C1=O)C1CCS(=O)(=O)C1 (configuration not stated)	-1	-1.0	13	5	14	5	5	-1	-1.0	-3
55	CCn1c(SCC(=O)N2CCCc3ccccc32)nnc1-c1cccs1	2	1.2	9	-10	8	-2	-7	-9	i	8
56	C=CCOc1ccc(C2C(C(=O)c3ccc(C)o3)=C(O)C(=O)N2Cc2cccnc2)cc1 (configuration not stated)	-4	-0.7	-6	-2	1	2	-2	6	i	1
